Source: PubChem BioAssay
14-3-3 PPI: alters human 14-3-3 gamma binding to Raf peptide; P61981; FP, 14-3-3gamma / TMR-pS259-Raf peptide binding; inhibition, % at 40 µM; 160,000 tested, 0.19% active; AID 422; in the data active = inhibition above about 30%;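 note: 0% = protein plus tracer without compound and 100% = blank with tracer alone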
Target sequence (P61981 whole entry, looked up): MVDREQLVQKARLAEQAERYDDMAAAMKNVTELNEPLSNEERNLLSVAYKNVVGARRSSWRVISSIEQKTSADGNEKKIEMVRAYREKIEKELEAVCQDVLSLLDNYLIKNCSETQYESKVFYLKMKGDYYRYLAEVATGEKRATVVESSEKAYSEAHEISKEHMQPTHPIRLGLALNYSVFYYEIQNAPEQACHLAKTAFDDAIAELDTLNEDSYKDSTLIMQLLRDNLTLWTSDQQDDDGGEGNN
* marks the source's active call; other numbers are inactive results; & = joins results of further samples. An excerpt; rates above refer to the full screens.

SMILES	14-3-3 PPI
O=C(CCCCCN1C(=O)c2ccccc2C1=O)NCCc1nc2ccccc2[nH]1	-5
O=S(=O)(c1ccc(C2CCCCC2)cc1)N1CCN(c2cccc(Cl)c2)CC1	-6
O=C(Oc1cccnc1)c1cccc(Cl)c1	-2
COC(=O)c1ccc(-c2nn(C)c(=O)c3ccccc23)cc1	-2
COc1cc(NC(=O)C2COc3ccccc3O2)c(OC)cc1Cl (centres undefined)	-5&-3
Cc1ccc(NC(=O)CSc2ncccc2C(=O)O)cc1Cl	-22
CC(C)c1nc(SCC(=O)NCc2ccc3c(c2)OCO3)c2c(=O)n(C)c(=O)n(C)c2n1	0
Cc1ccc2cc(C3CC(c4ccco4)=NN3S(C)(=O)=O)c(Cl)nc2c1 (centres undefined)	-90
Cc1csc(NC(=O)CCS(=O)(=O)c2ccc(Br)cc2)n1	-17
O=C1c2ccc([N+](=O)[O-])cc2C(=O)N1C1C(=O)N(c2ccc(Cl)cc2)C1c1ccc2c(c1)OCO2 (centres undefined)	-1

The closing two entries of the part above lead into the next:
SMILES	14-3-3 PPI
Cc1csc(NC(=O)CCS(=O)(=O)c2ccc(Br)cc2)n1	-17
O=C1c2ccc([N+](=O)[O-])cc2C(=O)N1C1C(=O)N(c2ccc(Cl)cc2)C1c1ccc2c(c1)OCO2 (centres undefined)	-1
Cc1ccc(-c2nnn(CC(=O)N(Cc3cccs3)C(C(=O)NC(C)(C)C)c3ccc(C)o3)n2)o1 (centres undefined)	-2
COc1ccccc1CNC(=O)c1cnn2c(C)c(Cc3cccc(C)c3)c(C)nc12	5
CC(C)(C)C(=O)CSc1nc2ccccc2c(=O)n1CCc1ccc(S(N)(=O)=O)cc1	-5
Cc1cc2nc(C)n3c4ccccc4nc3n2n1	-3
O=C(C1CCN(S(=O)(=O)c2ccc(Br)s2)CC1)N1CCC(Cc2ccccc2)CC1	-9
CC1=C(C(=O)Nc2ccc(F)cc2)C(c2ccc(C)cc2)C2=C(CC(c3ccccc3)CC2=O)N1 (centres undefined)	-7
Cc1cc(C)nc(/N=C(\N)Nc2cc(Cl)ccc2C)n1	1
O=C(O)C1CCCCC1C(=O)NCc1cn2ccccc2n1 (centres undefined)	2
CON(C)c1nc(OCCNC(=O)OCc2ccc(Cl)cc2Cl)nc(N(C)C)n1	3
CCOc1ccc(CNC(=O)c2cn(CC(C)C)c(=O)c3c2c2ccccc2n3C)cc1	-8

Some of these compounds in order of heavy-atom count, high to low:
SMILES	14-3-3 PPI
CC1=C(C(=O)Nc2ccc(F)cc2)C(c2ccc(C)cc2)C2=C(CC(c3ccccc3)CC2=O)N1 (centres undefined)	-7
CCOc1ccc(CNC(=O)c2cn(CC(C)C)c(=O)c3c2c2ccccc2n3C)cc1	-8
COc1ccccc1CNC(=O)c1cnn2c(C)c(Cc3cccc(C)c3)c(C)nc12	5
O=C(CCCCCN1C(=O)c2ccccc2C1=O)NCCc1nc2ccccc2[nH]1	-5
CON(C)c1nc(OCCNC(=O)OCc2ccc(Cl)cc2Cl)nc(N(C)C)n1	3
O=S(=O)(c1ccc(C2CCCCC2)cc1)N1CCN(c2cccc(Cl)c2)CC1	-6
Cc1ccc2cc(C3CC(c4ccco4)=NN3S(C)(=O)=O)c(Cl)nc2c1 (centres undefined)	-90
COc1cc(NC(=O)C2COc3ccccc3O2)c(OC)cc1Cl (centres undefined)	-5&-3
COC(=O)c1ccc(-c2nn(C)c(=O)c3ccccc23)cc1	-2
Cc1csc(NC(=O)CCS(=O)(=O)c2ccc(Br)cc2)n1	-17
Cc1cc(C)nc(/N=C(\N)Nc2cc(Cl)ccc2C)n1	1
Cc1cc2nc(C)n3c4ccccc4nc3n2n1	-3
O=C(Oc1cccnc1)c1cccc(Cl)c1	-2

(listing goes on)
SMILES	14-3-3 PPI
Cc1cc(Nc2ccc(N3CCC(C)CC3)cc2)n2ncnc2n1	-1
COc1ccccc1NC(=O)CCCN1C(=O)c2cccc3cccc(c23)C1=O	-4
Cc1ccc(-n2c(Cc3cccn3C)nnc2SCC(=O)N2CCc3ccccc32)cc1	0
C=CCn1cc(C(=O)N2CCN(C)CC2)c(=O)c2cc(S(=O)(=O)N(CC)CC)ccc21	2
CC(=O)N1CCCc2cc(S(=O)(=O)N3CCCC3)ccc21	2
COc1ccc(CNC(=O)c2cc3c(=O)[nH]c4ccccc4c3n2C)cc1	-4
O=C(Nc1ccc(F)cc1F)N1CCN(c2ncccn2)CC1	-2
CCOc1ccc(N(CC(=O)Nc2nccs2)S(=O)(=O)c2c(C)noc2C)cc1	-10
Cc1ccc(-n2nc3c(c2NC(=O)c2ccc(F)cc2)CS(=O)C3)cc1 (centres undefined)	-14
COC(=O)c1ccc(OCC2c3cc(OC)c(OC)cc3CCN2C(=O)c2ccc(F)cc2)cc1 (centres undefined)	-6
O=C(CCN1C(=O)c2ccccc2C1=O)OCN1C(=O)c2ccccc2C1=O	-5
CCOc1ccccc1NC(=O)C1CCC(CNc2c(N3CCOCC3)c(=O)c2=O)CC1 (centres undefined)	-6
CCN(CCCNC(=O)COc1cc(=O)n(CC)c2ccccc12)Cc1ccccc1	-4
C=CCSc1nnc(C)n1-c1ccc(Cl)cc1	-8
COc1ccc(C(=O)Nc2ccccc2C2(C)CC2)cc1	0
COC(=O)c1cc(-c2cccc(Br)c2)no1	3
O=C1c2cccc([N+](=O)[O-])c2C(=O)N1C1CCCCCCC1	3
O=C(NC1CCCCC1)N1CCc2[nH]c3ccccc3c2C1	-4
S=C(c1cn(Cc2ccc(Br)cc2)c2ccccc12)N1CCOCC1	7
Cc1ccc(C)c(NC(=O)CS(=O)(=O)c2c[nH]c3ccccc23)c1	-6
COc1ccc(N=Cc2ccc(C#Cc3ccccc3)cc2)c([N+](=O)[O-])c1	-3
c1ccc(N2CCN(C3CCN(Cc4ccccn4)CC3)CC2)cc1	8
COc1cccc(CN2C(=O)CCC2(C)C(=O)NC2CCCCC2)c1 (centres undefined)	-1
Cc1ccc(S(=O)(=O)NC(=O)CSC#N)cc1	-1
CCOc1ccc(C2C(C(=O)OCCOC)=C(C)N=C3SC(CC)C(=O)N32)cc1 (centres undefined)	-9
COc1ccc(NC(=O)c2ccc(CN3CCc4ccccc4C3)cc2)cc1OC	0
COc1ccc(COc2ccc3c(C(F)(F)F)cc(=O)oc3c2)cc1	-7
COc1ccc2nc(NC(=O)c3cc4ccccc4o3)sc2c1	-11
CCOC(=O)C1=C(C)N=C2SCCC(=O)N2C1c1cccc(Oc2ccccc2)c1 (centres undefined)	-16
COc1cc(CCN2C(=O)c3cccc4cccc(c34)C2=O)c(S(=O)(=O)N2CCc3ccccc32)cc1OC	-69
O=C(CC1Sc2ccccc2NC1=O)Nc1ccc(Cl)c(C(F)(F)F)c1 (centres undefined)	-5
Nc1nc(F)cc(Oc2ccccc2F)n1	-6
CCN(C(=O)Cn1c(=O)n(Cc2ccco2)c(=O)c2ccccc21)c1cccc(C)c1	-5
COc1ccc(-c2nc(CSCC(=O)NCc3ccc4c(c3)OCO4)c(C)o2)cc1OC	-6
Cc1cc(Br)ccc1NC(=O)C1CCCN(S(=O)(=O)c2cccc3nonc23)C1 (centres undefined)	-80
CCN(CC)S(=O)(=O)c1ccc(Cl)c(C(=O)Oc2ccc(C)c(C)c2)c1	-6
COc1ccc(-n2nc(C(=O)NCC(=O)NCC3CCCO3)c3ccccc3c2=O)cc1 (centres undefined)	1
CCC1CCCCN1C(=O)CSc1nc2c(cnn2-c2ccc(C)cc2)c(=O)[nH]1 (centres undefined)	-3
C1CNCCOCCNCCN1	-1
COc1ccc(CNC(=O)C(C#N)c2nc3ccccc3nc2N2CCCC2)cc1 (centres undefined)	-15
COC(=O)c1ccc(NS(=O)(=O)c2ccc3c(c2)oc(=O)n3C)cc1	-4
Cc1cc(C)cc(NC(=O)CCNS(=O)(=O)c2ccc3c(c2)oc(=O)n3C)c1	-5
O=C(Cn1cnnn1)OCC(=O)c1ccc(Cl)s1	-33
O=C(NCc1ccccc1)N(Cc1cc2cc3c(cc2[nH]c1=O)OCCO3)CC1CCCO1 (centres undefined)	-4
COc1ccc(OC)c(NC(=O)CCn2cccc2)c1	-7
CC1=C(C(=O)OC2CCCCCCC2)C(c2ccc(Br)cc2)NC(=O)N1 (centres undefined)	2
CCOc1ccc(NC(=O)Nc2ccc3c(c2)N(C)C(=O)CS3)cc1	-14
OCC1N=C(c2ccccn2)OC1c1ccccc1 (centres undefined)	-2
CCc1noc(C)c1C(=O)Nc1sc(C(=O)N(C)C)c(C)c1C(=O)OC	-4
C/C=C/c1ccc(OCCN2C(=O)NC(C)(C)C2=O)c(OC)c1	-10

Next part
SMILES	14-3-3 PPI
CCCCNc1nc2c(c(=O)n(C)c(=O)n2C)n1Cc1ccccc1C	-12
Brc1cccc(-c2nnc(SCc3ccon3)n2-c2ccccc2)c1	-3
O=C(c1cc(Sc2ccccc2Cl)nc2ccccc12)N1CCOCC1	-2
Cc1cccc(NC(=O)Cc2c(C(=O)O)[nH]c3ccccc23)n1	-12
Cc1ccc(C2C3=C(CC(C)(C)CC3=O)NC3=C2C(=O)c2ccccc23)cc1 (centres undefined)	-59
O=C(CCn1c(=O)[nH]c2ccccc2c1=O)N1CCN(c2ccccn2)CC1	-2
O=C(Cn1c(=O)oc2ccccc21)N1CCN(c2ccccc2F)CC1	-3
C[C@H](NC(=O)OC(C)(C)C)c1nnc(SCC(=O)c2ccc(Cl)cc2)o1	-1
Cn1c(Cn2c(=O)sc3ccccc32)nnc1SCc1cccnc1	-1
CC(NC(=O)c1coc2nc3ccccc3nc12)c1ccccc1 (centres undefined)	-129
Cc1nc2ccc(S(=O)(=O)NCC(=O)N3CCCC(C)C3)cc2s1 (centres undefined)	3
O=C(Nc1nnc(-c2cccs2)o1)c1cccc(F)c1	-1
CCN(CC)c1ccc(NC(=O)c2ccc(Br)o2)cc1	-1&-17
CCCc1oc2ccc(NS(=O)(=O)c3ccc(F)cc3)cc2c1C(=O)OCC	-10
Cc1sc(NC(=O)CSc2nnc(-c3ccc(F)cc3)o2)c(C#N)c1C	-9
CCOC(=O)N1CCC(N2C(=O)c3ccc(C(=O)NCc4ccc(F)cc4)cc3C2=O)CC1	-2
Cc1ccc(-n2c(N)c(C(=O)N3CCCCC3)sc2=S)cc1	13
COc1ccc(C2CC(c3ccc(OC(F)F)cc3)n3nnnc3N2)cc1 (centres undefined)	-4
Cc1cc(NC(=O)c2ccccc2Br)ccc1I	-23
COc1cc2c(C(=O)NCc3ccccn3)cn(C)c(=O)c2cc1OC	-1
COC(=O)CSc1ccc2c3c(cccc13)C(=O)c1ccccc1-2	20
Cc1ccnc(NS(=O)(=O)c2ccc(NC(=O)c3ccc(Cl)cc3)cc2)n1	-23
CCN(Cc1cc2cc(C)ccc2[nH]c1=O)C(=O)c1cccc(OC)c1	1
CCOC(=O)C1=C(N)N(c2ccc(Cl)cc2)C2=C(C(=O)CCC2)C1c1ccc(CC)cc1 (centres undefined)	-1
CCc1ccccc1NC(=O)c1ccc(F)c(S(=O)(=O)N(CC)c2ccccc2)c1	5
Cc1nnc(NC(=O)C2CCN(c3nnnn3-c3ccccc3)CC2)s1	2
CCc1ccc(OCCNc2cc(N3CCOCC3)ccc2[N+](=O)[O-])cc1	-10
CCOC(=O)C1CCN(c2cc(NCCCO)c([N+](=O)[O-])c3nonc23)CC1	0
O=C(Nc1ccccc1C(=O)O)c1ccc(N2C(=O)c3ccc([N+](=O)[O-])cc3C2=O)cc1	-3
CCCCN1C(=O)C(O)(CC(=O)c2c(C)n[nH]c2C)c2cc(Br)ccc21 (centres undefined)	-5
Cc1sc2ncn(CC(=O)Nc3ccc(C(F)(F)F)cc3)c(=O)c2c1S(=O)(=O)N1CCOCC1	-14
COc1cccc(NC(=O)N2CCC(N(C)C(C)C)CC2)c1	-8
CC(=O)c1cnc(Nc2nc(C)c3cc(C)ccc3n2)nc1C	4
COc1cc2c(cc1OC)C(COc1ccccc1OC)N(C(=O)c1ccc(F)cc1)CC2 (centres undefined)	-2
Nc1c(C(=O)c2ccccc2)sc2nc3c(cc12)C(=O)CCC3	-24
CCc1ccc(NC(=O)CSc2nc3c([nH]c4ccccc43)c(=O)n2-c2cccc(OC)c2)cc1	-9
N#Cc1cc(-c2cccs2)no1	-28
CCCSc1nc2sc3c(c2c(=O)n1Cc1ccccc1)CC(C)(CC)OC3 (centres undefined)	-44
Cc1ccc(S(=O)(=O)N(CC(O)CN2CCCC2)c2ccccc2)cc1 (centres undefined)	0
CCc1ccc(NC(=O)N(CCC(C)C)C(C)c2ccccn2)cc1 (centres undefined)	-4
COc1ccc(C2/C(=C(\O)c3ccccc3)C(=O)C(=O)N2CC(C)O)cc1 (centres undefined)	-4
OC(COc1ccc2ccccc2c1Br)Cn1ccnc1 (centres undefined)	-7
O=C(NCc1cccnc1)c1cc(C(=O)NCc2cccnc2)cc([N+](=O)[O-])c1	-10
Cn1c(S(=O)(=O)Cc2ccc(Cl)cc2)nc2ccccc21	-1
CC1CCN(Cc2ccccc2CO)CC1	2
Cc1cc2cc(CNC(=O)c3ccc(Br)o3)ccc2[nH]1	4
O=C(c1ccccc1F)N1CCN(C2=NS(=O)(=O)c3ccccc32)CC1	0
COc1cc(Cl)ccc1S(=O)(=O)N1CCN(S(=O)(=O)c2ccc(Cl)cc2OC)CC1	3
C=CCNc1oc(Cc2cccc3ccccc23)nc1C#N	-17
O=C(NCCCN1CCCC1)C1CCC(=O)N1C1CCCC1 (centres undefined)	0

2 entries drawn at random from those above:
SMILES	14-3-3 PPI
CC1CCN(Cc2ccccc2CO)CC1	2
Cn1c(S(=O)(=O)Cc2ccc(Cl)cc2)nc2ccccc21	-1

Remaining list, next part
SMILES	14-3-3 PPI
CCC(C)NC(=O)CSc1nc2ccccc2c(=O)n1Cc1ccc2c(c1)OCO2 (centres undefined)	-13
COc1ccc(NC(=O)c2cnc3ccccn3c2=O)c(OC)c1	-3
Cc1cc(NS(=O)(=O)c2ccc3nc(-c4ccccc4)[nH]c3c2)ccc1Br	-5
Cc1nn(CC(=O)Nc2ccc(C(=O)N3CCCC3)cc2)c(=O)c2ccccc12	1
Cc1c(Cl)cccc1NC(=O)c1cc(-c2ccc(Cl)cc2)on1	-21
COc1nc(NCC(C)C)nc(Oc2ccc(=O)n(-c3ccccc3)n2)n1	1
C=CCOc1ccc(C2/C(=C(\O)c3ccc(F)cc3)C(=O)C(=O)N2Cc2cccnc2)cc1 (centres undefined)	-1
Cn1c(C(C#N)C2=C(Cl)C(=O)N(c3ccccc3)C2=O)nc2ccccc21 (centres undefined)	-68
